# Source: PubChem BioAssay (several laboratories)
# BoNT F protease: BoNT F light chain protease inhibition | actives 0.22% (n = 360,000) | AID 588497 | inhibition, % at 10 µM | Multiplex microsphere protease cleavage assay, flow cytometry; in the data active means inhibition above about 35%, passing the limit was not always enough; inconclusive means no clear call, values can overlap the other calls; further: plate controls were buffer without enzyme for full effect and enzyme alone for no effect
# PfHsp40 yeast: rescue of PfHsp40-mediated yeast toxicity; S. cerevisiae expressing PfHsp40, growth rescue, ATP luminescence; growth rescue, % at 12.5 µM; actives 0.68% (n = 340,000); AID 504582; in the data active means growth rescue above about 28%, passing the limit was not always enough; inconclusive means no clear call, values can overlap the other calls;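 further: yeast W303a lacking pdr1 and pdr3 grown in galactose medium; growth measured after three days at 30 °C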
# BioA inh: BioA (M. tuberculosis) enzyme inhibition. inhibition, % at 9.99 µM. purified M. tuberculosis BioA enzyme, plate reader. AID 602481. actives 0.096% (n = 360,000); in the data active means inhibition above about 40%; inconclusive means no clear call, values can overlap the other calls
# Anthrax LF prot: anthrax lethal factor protease inhibition. inhibition, % at 10 µM. multiplex microsphere protease cleavage assay, LF. actives 0.12% (n = 360,000); further: plate controls were buffer without enzyme for full effect and enzyme alone for no effect
# Mtb UGM inh: blocks M. tuberculosis UGM enzyme; P9WIQ1; purified UGM, fluorescence polarization probe displacement; inhibition, % at 10 µM; actives 0.06% (n = 320,000); in the data active means inhibition above about 10%, passing the limit was not always enough; inconclusive means no clear call, values can overlap the other calls
# Target sequence (P9WIQ1 whole entry, looked up): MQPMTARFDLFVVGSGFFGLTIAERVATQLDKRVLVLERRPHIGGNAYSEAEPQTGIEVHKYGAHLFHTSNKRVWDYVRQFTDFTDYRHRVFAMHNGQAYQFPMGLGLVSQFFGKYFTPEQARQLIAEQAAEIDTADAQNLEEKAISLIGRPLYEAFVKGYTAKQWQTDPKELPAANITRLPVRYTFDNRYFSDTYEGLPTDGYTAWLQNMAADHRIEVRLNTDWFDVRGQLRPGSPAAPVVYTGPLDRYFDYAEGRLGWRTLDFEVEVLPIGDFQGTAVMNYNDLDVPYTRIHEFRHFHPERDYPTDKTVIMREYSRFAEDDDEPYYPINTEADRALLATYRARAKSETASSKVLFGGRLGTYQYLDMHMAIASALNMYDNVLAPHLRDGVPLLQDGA
# FadD28 binding: inhibitors of Mycobacterium tuberculosis FadD28 bisubstrate binding | FadD28 bisubstrate probe binding, fluorescence polarization | actives 0.22% (n = 360,000) | AID 588549 | inhibition, % at 12.5 µM; in the data active means inhibition above about 8.5%, passing the limit was not always enough; inconclusive means no clear call, values can overlap the other calls
# FBA Mtb inh: inhibitors of M. tuberculosis fructose-bisphosphate aldolase | purified M. tuberculosis FBA, fluorescence read-out | inhibition, % at 1 µM | P9WQA3 | AID 588726 | actives 2.3% (n = 360,000); in the data active means inhibition above about 27%;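 further: 0% = vehicle and 100% = reference inhibitor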
# Target sequence (P9WQA3 whole entry, looked up): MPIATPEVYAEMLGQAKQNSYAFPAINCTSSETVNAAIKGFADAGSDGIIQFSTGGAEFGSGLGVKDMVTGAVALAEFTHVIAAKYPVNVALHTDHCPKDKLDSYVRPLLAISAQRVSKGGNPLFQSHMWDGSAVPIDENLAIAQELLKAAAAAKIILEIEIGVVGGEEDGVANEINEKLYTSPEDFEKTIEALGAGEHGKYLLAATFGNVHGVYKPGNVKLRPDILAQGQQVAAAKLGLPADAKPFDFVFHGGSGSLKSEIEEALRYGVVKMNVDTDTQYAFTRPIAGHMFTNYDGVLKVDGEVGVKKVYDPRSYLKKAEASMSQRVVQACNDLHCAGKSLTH
# GDH-TPI inh: inhibits GDH-TPI coupling enzymes, artifact for Mtb FBA screen | GDH-TPI coupled enzyme counterscreen, NADH absorbance | inhibition, % at 4.8 µM | actives 1.2% (n = 360,000) | AID 588335; in the data active means inhibition above about 30%;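 further: 0% = DMSO wells and 100% = wells lacking the enzyme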
# BoNT-A LC inh2: blocks Botulinum neurotoxin A light chain protease. multiplex microsphere protease substrate cleavage, flow cytometry. inhibition, % at 10 µM. actives 0.17% (n = 360,000). AID 588499; further: plate controls were buffer without enzyme for full effect and enzyme alone for no effect
# Numbers without * were called inactive; ? = inconclusive; nt = not tested or not shown; & = joins results of further samples. Unless noted, no stated cut-off is given here; in the data, active means inhibition above about 30%; inconclusive means no clear call, values can overlap the other calls; inactive means below that.
Molecule	Mtb UGM inh	BoNT F protease	BoNT-A LC inh2	FBA Mtb inh	PfHsp40 yeast	Anthrax LF prot	BioA inh	FadD28 binding	GDH-TPI inh
CCc1cc(=O)n2[nH]c(-c3ccccc3)c(-c3ccccc3)c2n1	-0.1	-11	-2.4	34*	0.3	-11	-2.7	-1.6	12
O=C(CSc1ncnc2c1oc1ccccc12)OCc1ccccc1	0.6	-12	1.2	-1	0.3	-4	nt	-3.0	-4
O=C(O)CCCn1cc(NC(=O)COc2cccc(Cl)c2)cn1	0.3	-4	-3.9	-1	-0.2	-1	-1.5	1.2	-3
COc1ccc(CCNC(=O)COC(=O)CNS(=O)(=O)c2ccc(SC)c([N+](=O)[O-])c2)cc1	-0.7	-14	0.5	-1	0.8	1	-1.0	-0.9	7
CN(c1ccc(OC(=O)CN2C(=O)NC3(CCCC3)C2=O)cc1)S(=O)(=O)c1ccccc1	1.7	-15	-0.7	-2	1.7	0	-0.6	-1.6	1
Cc1ccc(-n2nc(C)cc2NC(=O)CC#N)cc1	1.5	-3	0.0	0	-0.8	-4	nt	-3.6	-8
COC(=O)COc1cccc(NC(=O)COc2ccccc2)c1	-1.7	-1	-0.6	0	2.5	-5	0.7	-3.4	-6
O=C(Cc1ccccc1)NC1CCN(S(=O)(=O)c2ccc(C(=O)O)cc2)CC1	0.4	1	-0.5	1	0.3	-2	0.0	-0.9	6
COc1cc(CNCCc2c[nH]c3ccccc23)cc(OC)c1OC	nt	-10	-0.5	-4	nt	-2	-0.2	-1.5	3
COc1ccc(CNc2nc(SCC(=O)NCc3ccco3)nc3ccccc23)cc1	0.2	-2	-0.7	1	0.7	-2	nt	-6.1	6
Cc1nn(C(C)(C)C)c(C)c1/C=N/OC(=O)Nc1ccc(Cl)c(Cl)c1	-2.8	nt	nt	1	4.4	nt	0.3	-3.0	-3
CCN(CC)C(=O)c1ccc(C(=O)c2ccccc2)cc1	-0.1	0	-0.3	0	0.7	-2	0.2	-0.8	2
CCN(CC)CCC(=O)NC(C)(C)Cc1ccc(O)cc1	-1.1	-8	-0.6	-9	1.1	-5	0.0	-3.8	10
COc1ccc(S(=O)(=O)N2CCC(C(=O)N[C@@H](C)C(=O)NC3CCCC3)CC2)cc1	0.1	-2	-0.9	2	0.4	0	1.5	-2.6	3
Cc1cccc(N(CC(=O)NCc2ccco2)C(=O)CNS(=O)(=O)c2ccc(F)cc2)c1	1.5	-10	-6.8	-1	-0.8	0	-1.2	0.8	0
Nc1ccc(Cl)c(S(=O)(=O)Nc2cccc(Cl)c2)c1	1.6	-6	-1.2	-1	0.8	-5	nt	0.1	0
O=C(Nc1ccncc1)c1cc(C2CCCCN2C(=O)CCc2ccccc2)on1 (stereo unspecified)	nt	5	0.3	-4	nt	-4	0.2	-5.4	-6
COc1ccc(S(=O)(=O)Nc2ccc(Nc3ccccc3)cc2)cc1	0.3	?	-2.1	-2	nt	20	0.8	0.0	1
CC(OC(=O)c1ccc2c(=O)n3c(nc2c1)CCC3)C(=O)Nc1ccc(C(N)=O)cc1 (stereo unspecified)	nt	-3	-0.3	3	-1.8	-8	-1.1	-4.9	4
Cc1cccc(-n2nc3c(c2NC(=O)CCC2CCCCC2)CS(=O)C3)c1C (stereo unspecified)	0.0	-4	-1.1	2	-0.4	2	-0.4	0.7	7

Molecule	Mtb UGM inh	BoNT F protease	BoNT-A LC inh2	FBA Mtb inh	PfHsp40 yeast	Anthrax LF prot	BioA inh	FadD28 binding	GDH-TPI inh
O=C(NCC1CCCO1)c1ccc(N2CCCCC2)c([N+](=O)[O-])c1 (stereo unspecified)	-0.3	2	0.1	-2	-0.2	-2	0.8	-0.3	-1
C/C(=N\N=C\c1ccccc1F)c1nnn(-c2nonc2N)c1C	-3.6	0	-0.4	0	2.3	-3	1.0	-4.7	-5
O=C(NCc1cccnc1)c1ccc(COc2ccccc2Br)o1	1.6	1	0.2	-2	1.8	0	0.1	0.4	11
O=C(N/N=C/c1cc(Br)c(Br)o1)c1ccc2c(c1)OCCO2	2.4	?	0.3	-3	1.3	-6	0.1	-4.1	14
COc1c(C)cccc1C(=O)NC(=S)Nc1cccc2nsnc12	nt	-3	8.7	-4	-1.1	0	nt	-2.6	8
CNC(=S)NNC(=O)c1noc(C)c1C(=O)N1CCN(C(c2ccccc2)c2ccccc2)CC1	2.5	2	-0.2	-3	1.2	-3	nt	1.1	3
COc1cc(/C=C2/C(=N)N3N=C(CC(=O)N4CCOCC4)SC3=NC2=O)ccc1OCc1ccccc1	2.0	-4	-1.5	-3	?	0	1.4	-8.6	-4
CCOc1ccc(NC(=O)CN(C)C(=O)CCCc2c[nH]c3ccccc23)cc1OCC	1.8	-3	-1.6	0	0.2	-2	nt	-0.6	-1
COc1ccc(NC(=O)C2C3C=CC(C3)C2C(=O)O)cc1 (stereo unspecified)	3.7	-1	0.4	-2	-1.2	-2	-1.8	-4.2	16
O=C(O)Cc1sc(Nc2cccc3ccccc23)nc1-c1ccc(Cl)cc1	-2.1	-14	-2.4	-1	-0.7	-12	-1.4	-3.8	8
O=c1c2c(nc3nc(Cc4ccccc4)[nH]n13)CCC2	1.2	10	1.3	2	-1.2	3	0.2	-1.6	7
COc1ccc(CC(C)N2CCN(Cc3ccccc3)CC2)c(OC)c1 (stereo unspecified)	-3.0	10	7.7	1	-0.2	-1	-1.0	-3.7	-6
CCN(CC)S(=O)(=O)c1ccc(N2CCOCC2)c(NC(=O)C(=O)c2c(-c3ccccc3)cc3ccccn23)c1	-0.5	-3	-0.9	-1	130*	-3	-2.5	-3.8	10
CC(=O)Nc1ccc(/C=C/C(=O)c2ccc3c(c2)OCCO3)cc1	0.4	-25	-5.8	0	0.0	7	-1.3	-7.1	28
CCC(CO)n1c(SCc2cc([N+](=O)[O-])cc3c2OCOC3)nc2ccccc2c1=O (stereo unspecified)	0.2	2	-0.3	2	1.4	-2	nt	-1.1	3
COc1ccc(-c2cc(C(=O)NCCN3CCOCC3)no2)cc1OC	2.5	-6	0.2	-1	-1.6	14	0.5	-1.8	-9
CN(C)[C@@H]1C(=O)C(C(N)=O)=C(O)[C@@]2(O)C(=O)C3=C(O)c4c(O)cccc4[C@@](C)(O)C3C[C@@H]12 (stereo partly specified)	0.6	-28	-3.2	5	-0.1	3	-0.1	-1.2	28
COc1ccccc1NC(=O)N1CCN(C(=O)c2ccco2)CC1	-0.5	0	3.6	0	-1.4	-4	0.3	-1.5	2
Cc1ccc(C(=O)N/C(=C/c2cccs2)C(=O)N2CCCCC2)cc1	-1.1	1	0.0	-7	-0.2	0	nt	-1.2	1
CN1c2cccc3cccc(c23)N(C)C1(C)C	-6.0	-13	1.0	72*	0.2	-13	-1.9	-2.4	16

Molecule	Mtb UGM inh	BoNT F protease	BoNT-A LC inh2	FBA Mtb inh	PfHsp40 yeast	Anthrax LF prot	BioA inh	FadD28 binding	GDH-TPI inh
CC(C)CC(=O)N1CCN(C(=O)CCC2CCCC2)CC1	0.2	-5	0.0	1	-1.1	1	0.0	-0.7	2
C/C(=N\NC(=O)CCn1nc(C)cc1C)C(C)(C)C	-4.7	-4	-0.3	-3	0.1	1	nt	-2.4	-5
C/C=C\C=C/C(=O)Nc1cccc(C2=NOC3(C2)C[C@@H](C(N)=O)N(C(=O)C2(C)CC2)C3)c1 (stereo partly specified)	1.3	-6	-1.5	-1	-1.0	-5	3.0	0.5	5
CC1(C)c2ccccc2N2CCC(=O)NC21/C=C/c1ccco1 (stereo unspecified)	1.0	nt	nt	4	-1.2	nt	-8.0	2.2	4
COC(=O)C1=CO[C@@H](O)C2C(CO)=CCC12 (stereo partly specified)	1.5	-3	0.3	1	-0.4	0	-1.2	-1.1	7
O=c1cc(CSc2n[nH]c(-c3ccncc3)n2)nc2sccn12	2.7	-8	-1.9	-1	-0.3	1	nt	-0.7	1
COc1cc(O)c(/C=N/NC(=O)c2ccncc2)c(OC)c1[N+](=O)[O-]	2.6	-4	-0.9	-5	8.4	-5	nt	-2.8	3
Nc1ccc(N2CCN(Cc3ccccc3Cl)CC2)c(Cl)c1	6.8	-11	2.3	-5	-1.1	-1	-1.9	-3.5	1
NC(=O)c1ccsc1NC(=O)COC(=O)c1ccccc1F	0.3	-7	-0.3	2	-0.2	3	6.1	-1.7	1
CCOC(=O)C1CCCN(C(=O)CNC(=O)Cn2ccc3ccccc3c2=O)C1 (stereo unspecified)	-2.6	-10	0.1	2	0.2	-6	-0.5	-3.9	1
CCOC(=O)N1CCC(NC(=O)C2CCN(Cc3nc(-c4ccc(CC)cc4)oc3C)CC2)CC1	nt	-6	-0.5	1	0.1	-1	-1.9	-0.6	4
Cc1cc(C)c(NC(=O)C2CC(=O)N(Cc3ccccc3)C2)c(C)c1 (stereo unspecified)	-0.6	-4	-1.1	-1	-0.1	3	-0.9	0.0	3
CN(C)c1ccc(/C=N/N=C2/SC(CC(=O)O)C(=O)N2c2ccc(O)cc2)cc1 (stereo unspecified)	4.5	3	0.5	21	0.1	-7	nt	-0.7	21
Cc1ccc(S(=O)(=O)N(CC(=O)NCCC2=CCCCC2)Cc2ccccc2F)cc1	0.0	?	-0.2	4	15	-6	0.5	-2.5	2
O=C(COC(=O)CNC(=O)c1ccc(Cl)c([N+](=O)[O-])c1)NC(=O)c1ccccc1	0.8	-4	-1.1	-3	0.2	-12	0.6	-3.1	1
Cc1[nH]nc2c1C(c1cccc(OC(=O)N3CCOCC3)c1)C(C#N)=C(N)O2 (stereo unspecified)	1.4	2	0.3	2	-0.6	0	-0.8	-3.9	-15
O=C(C/C=N\OCc1c(Cl)cccc1Cl)Oc1ccc(Cl)cc1Cl	-2.8	-2	0.4	-1	0.2	-3	-1.0	-1.9	-3
Cc1ccccc1NC(=O)c1ccc(C)c(S(=O)(=O)Nc2cccnc2)c1	-0.1	-7	-1.5	3	-0.5	-2	-2.4	-0.2	-7
O=C(O)c1ccc(S(=O)(=O)NC2CC2)cc1	-3.2	0	-1.5	4	0.3	3	nt	0.1	-5
CCC(CC)N1CCN(S(=O)(=O)c2ccc(OC)cc2)CC1	0.6	?	0.2	1	3.0	10	3.1	-1.8	5

Molecule	Mtb UGM inh	BoNT F protease	BoNT-A LC inh2	FBA Mtb inh	PfHsp40 yeast	Anthrax LF prot	BioA inh	FadD28 binding	GDH-TPI inh
O=C(NCc1cccs1)c1cc(-c2ccccc2)on1	-1.3	-12	-0.8	1	0.6	-3	-2.0	-1.3	11
CCc1ccc2[nH]c(=O)c(CN(CC3CCCO3)C(=S)NCc3ccco3)cc2c1 (stereo unspecified)	-1.2	3	-0.4	7	0.4	0	nt	1.3	-5
CCNC(=S)N/N=C/c1ccccc1[N+](=O)[O-]	-2.9	-4	-1.2	1	0.7	-1	nt	-2.7	6
CC(C)CCOc1ccc(C2(C)NC(=O)NC2=O)cc1 (stereo unspecified)	2.0	-24	-0.2	1	1.0	6	0.1	-0.3	-1
CC(C)(C)Cc1c(-c2ccc(Br)cc2)nc2ccc(Br)cn12	nt	-7	0.5	3	nt	-6	-1.5	-1.0	13
O=C(c1cc(C2CC2)nn1-c1ccccc1)N1CCN(S(=O)(=O)c2c(F)cccc2F)CC1	-0.5	-7	-0.4	-2	-0.6	1	0.5	-2.2	-2
C[C@H]1CN([C@@H](C)CO)C(=O)CCCn2nncc2CO[C@@H]1CN(C)C(=O)Nc1ccc(N2CCCCC2)cc1	nt	-2	-0.4	3	nt	7	0.6&0.2&0.0	-0.2	11

# Fetched one by one from the entries so far:
Molecule	Mtb UGM inh	BoNT F protease	BoNT-A LC inh2	FBA Mtb inh	PfHsp40 yeast	Anthrax LF prot	BioA inh	FadD28 binding	GDH-TPI inh
C/C(=N\NC(=O)CCn1nc(C)cc1C)C(C)(C)C	-4.7	-4	-0.3	-3	0.1	1	nt	-2.4	-5
O=C(COC(=O)CNC(=O)c1ccc(Cl)c([N+](=O)[O-])c1)NC(=O)c1ccccc1	0.8	-4	-1.1	-3	0.2	-12	0.6	-3.1	1
CCOc1ccc(NC(=O)CN(C)C(=O)CCCc2c[nH]c3ccccc23)cc1OCC	1.8	-3	-1.6	0	0.2	-2	nt	-0.6	-1
